Assay outcomes: PubChem, Johns Hopkins Ion Channel Center
TRPC6 inh – mouse TRPC6 channel inhibitors, primary screen, cell-based, HEK293, membrane potential dye | ACh-evoked depolarization; active compounds read low | B-score at 10 µM | actives 1.1% (n = 310,000) | AID 2553, 2010;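 active = B-score under library mean minus 3 SD, initial fluorescence not abnormally high, positive integrated signal ratio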;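 note: B-score derived from integrated fluorescence ratio over the kinetic read; more negative B-score means stronger inhibition of depolarization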
MrgX1 ag – agonists of human MrgX1 receptor, primary screen, HEK293 cells, Fluo-4 calcium flux; Mas-related G-protein coupled receptor member X1 (Homo sapiens), Q96LB2; Fluo-4 calcium fluorescence, agonist mode; active compounds read high; AID 588627, 2011; actives 0.44% (n = 310,000); B-score at 10 µM;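 active = calcium response B-score plate-corrected fluorescence ratio at least 3 library SD, with starting fluorescence B-score inside 5 SD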
Target sequence (Q96LB2 whole entry, looked up): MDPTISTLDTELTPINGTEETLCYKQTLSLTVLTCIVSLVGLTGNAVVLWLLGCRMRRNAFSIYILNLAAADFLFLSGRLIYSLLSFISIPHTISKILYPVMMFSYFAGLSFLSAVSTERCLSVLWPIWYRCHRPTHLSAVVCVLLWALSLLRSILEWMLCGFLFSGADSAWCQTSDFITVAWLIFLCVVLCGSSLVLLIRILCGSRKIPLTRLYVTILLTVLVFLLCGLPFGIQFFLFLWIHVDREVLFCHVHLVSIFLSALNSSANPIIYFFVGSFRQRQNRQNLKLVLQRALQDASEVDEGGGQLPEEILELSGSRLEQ
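Material: MrgX1-expressing HEK293 cells; input: 15,000 cells per well; doses: test compound given as first of three sequential additions; schedule: overnight plating before 1 h dye loading; technique: Fluo-4 NW calcium-flux fluorescence, kinetic read; evaluation: baseline-normalised fluorescence change ratio, B-scored; control set: plate-wise positive and negative controls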
MrgX1 antag – antagonists of human MrgX1 receptor, primary screen, HEK293 cells, Fluo-4 calcium flux; Mas-related G-protein coupled receptor member X1 (Homo sapiens), Q96LB2; BAM8-22 antagonism; active compounds read low; B-score at 10 µM; actives 1.3% (n = 310,000); AID 588676, 2011;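 active = calcium-response B-score plate-corrected more than 3 library SD below zero, starting fluorescence within 5 deviations, no agonist response on first addition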;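 note: peak minus trough fluorescence over baseline after final BAM8-22 challenge near maximal dose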
RGS4 block – RGS4 inhibitors, primary screen, cell-based, HEK293 M3R inducible RGS4, calcium flux. Regulator of G-protein signaling 4 (Homo sapiens), P49798. AID 463165, 2010. actives 0.45% (n = 310,000). B-score at 10 µM. Fluo-4 calcium flux; active compounds read high; triggered by carbachol at its EC20;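 active = B-score, a plate-corrected calcium signal, over three deviations above library mean, with baseline fluorescence within five deviations of library mean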;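 note: RGS4 expression induced by doxycycline in cells with stable M3 receptor; B-score is computed from the integrated fluorescence ratio over baseline after carbachol; higher B-score means a larger calcium signal and so more RGS4 inhibition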
Target sequence (P49798 whole entry, looked up): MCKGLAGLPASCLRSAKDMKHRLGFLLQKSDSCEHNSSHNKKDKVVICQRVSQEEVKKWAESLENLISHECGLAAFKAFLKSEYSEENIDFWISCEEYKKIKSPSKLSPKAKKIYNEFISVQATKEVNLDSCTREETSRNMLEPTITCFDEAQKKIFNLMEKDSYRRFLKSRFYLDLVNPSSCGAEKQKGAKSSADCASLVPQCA
ANO1 block – TMEM16A chloride channel inhibitors, primary screen, cell-based, HTS | normalized B-score (activity score, 25-100; higher = stronger inhibition) at 10 µM | actives 1.2% (n = 310,000) | Anoctamin-1 (Mus musculus), Q8BHY3 | AID 588511, 2011 | HEK293 TMEM16A/YFP iodide influx fluorescence, ionomycin;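 active = ratio plate-corrected score three or more library SD toward inhibition, starting fluorescence score within five deviations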;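 note: score derived from kinetic fluorescence span divided by baseline fluorescence per well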
TRPC4 inh – inhibitors of mouse TRPC4 channel, primary screen, Fluo4 calcium, HEK293 TRPC4beta/mu-opioid cells. Short transient receptor potential channel 4 (Mus musculus), Q9QUQ5. AID 2247, 2010. B-score at 10 µM. actives 0.39% (n = 300,000). DAMGO-evoked Fluo4 calcium flux; active compounds read low;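 active = B-score over 3 SD under the library average, no early fluorescence shift, positive overall ratio signal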
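Test system – stable TRPC4beta/mu-opioid receptor HEK293 cells · Probe or stimulus – DAMGO, a submaximal dose followed by a maximal one · Dosing – one concentration per compound · Signal – Fluo4 calcium fluorescence by kinetic imaging, 5 s 1 Hz baseline · Evaluation – per-well B score of integrated baseline-normalized Fluo4 ratio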
MrgX1 allo act – positive allosteric modulators of MrgX1, primary screen, HEK293 cells, Fluo-4 calcium flux; Mas-related G-protein coupled receptor member X1 (Homo sapiens), Q96LB2; FDSS; active compounds read high; B-score at 10 µM; actives 0.63% (n = 310,000);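 active = plate-corrected calcium response at least 3 library SD above typical, normal starting fluorescence, not activating the receptor alone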;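 note: compound read alongside a low EC10 to EC30 dose of BAM8-22 agonist; peak minus trough fluorescence over baseline measured at the second addition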
ANO1 activ – TMEM16A chloride channel activators or potentiators, primary screen, cell-based, HTS; AID 623877, 2012; HEK293 TMEM16A/YFP-H148Q/I152L, iodide quench fluorescence; active compounds read low; B-score at 10 µM; actives 0.3% (n = 340,000); Anoctamin-1 (Mus musculus), Q8BHY3;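 active = fluorescence-ratio B-score plate-corrected deviation score at least 3 library SD below zero, with starting fluorescence score within 5 deviations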;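 note: channel opened by trigger with iodide after compound preincubation; score built on the fluorescence ratio of max minus min over baseline; more negative score means more quench and so TMEM16A activation or potentiation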
TRPC6 act – mouse TRPC6 channel activators, primary screen, cell-based, HEK293, membrane potential dye; HEK293-TRPC6 membrane potential dye fluorescence; active compounds read high; B-score at 10 µM; actives 0.13% (n = 310,000);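 active = B-score of the integrated fluorescence ratio above library mean plus 3 SD, and starting fluorescence ratio within library mean plus 5 SD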;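 note: higher score means more depolarization so channel activation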
TRPC4 act – activators of mouse TRPC4 channel, primary screen, Fluo4 calcium, HEK293 TRPC4beta/mu-opioid cells; actives 0.49% (n = 310,000); Fluo4 calcium fluorescence; active compounds read high; Short transient receptor potential channel 4 (Mus musculus), Q9QUQ5; B-score at 10 µM;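 active = B-score above 5 SD of library B-scores, and initial fluorescence ratio not above library mean plus 5 SD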;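 note: positive B-score marks a calcium rise read as TRPC4 activation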
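Material: TRPC4beta and mu-opioid receptor HEK293 stable cells | Incubation: 45 min room-temperature Fluo4 loading, 110 s read | Detection: Kinetic Fluo4 calcium fluorescence | Measure: Integrated baseline-normalised fluorescence ratio, converted to per-well B score | Benchmarks: Low control buffer alone, high control maximal DAMGO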
TRPC4 PAM – positive allosteric modulators of TRPC4, primary screen, cell-based, mouse TRPC4beta, HEK293 mu-opioid, Fluo-4 calcium; Short transient receptor potential channel 4 (Mus musculus), Q9QUQ5; DAMGO EC20, Fluo-4 Ca2+ flux; active compounds read high; B-score at 10 µM; actives 0.42% (n = 310,000);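 active = B-score of calcium response area above 5 SD of library B-scores, with initial fluorescence ratio within 5 SD of library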;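 note: B-score of integrated fluorescence ratio over time as area under calcium response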
* marks the source's active call; other numbers are inactive results; i = inactive; · = not tested or not shown.

SMILES | TRPC6 inh | MrgX1 ag | MrgX1 antag | RGS4 block | ANO1 block | TRPC4 inh | MrgX1 allo act | ANO1 activ | TRPC6 act | TRPC4 act | TRPC4 PAM
CC(C)OC(=O)CSc1nc(N)c(C#N)cc1C#N | i | i | i | i | i | i | i | i | i | i | i
COc1ccc(-n2c(C)cc(C(=O)COc3ccc(C)nc3[N+](=O)[O-])c2C)cc1 | i | i | i | i | i | i | i | i | i | i | i
O=C(CSc1nnc(-c2cccnc2)n1-c1ccccc1)NCc1ccc2c(c1)OCO2 | i | i | i | i | i | i | i | i | i | i | i
NS(=O)(=O)c1cccc(NC(=O)C(Cc2ccccc2)NC(=O)c2ccccc2)c1 (stereo not given) | i | i | i | i | i | i | i | i | i | i | i
O=C(NC1=NCCS1)c1sc2cc(Cl)cc(Cl)c2c1Cl | i | i | i | i | i | i | i | i | i | i | i
CCSC1=C(C#N)C(CC(C)C)C2=C(CCCC2=O)N1 (stereo not given) | i | i | i | i | i | i | i | i | i | i | i
CCOc1cc(NC(=O)C2CCCCC2)c(OCC)cc1NC(=O)c1ccccn1 | i | i | i | i | i | i | i | i | i | i | i
Cc1ccc(OCCCC(=O)N2CCOCC2)cc1 | i | i | i | i | i | i | i | i | i | i | i
CC1(C)Cc2c(c(N3CCOCC3)nc3sc4c(NCCN5CCOCC5)nnnc4c23)CS1 | i | i | i | i | i | i | i | i | i | i | i
Cc1c(C(=O)Nc2ccccc2C(=O)N2CCOCC2)cccc1[N+](=O)[O-] | i | i | i | i | i | i | i | i | i | i | i
CCOC(=O)CSC1=C(C#N)C(c2sccc2C)CC(=O)N1 (stereo not given) | i | i | i | i | i | i | i | i | i | i | i
Cc1csc(NC(=O)CSCC(=O)Nc2ccccc2)n1 | i | i | i | i | i | i | i | i | i | i | i
CC1CCc2c(sc3ncn(Cc4ccc(C(=O)O)cc4)c(=O)c23)C1 (stereo not given) | i | i | i | i | i | i | i | i | i | i | i
O=C(c1ccco1)N1CCCC(N2CCN(c3ccccc3F)CC2)C1 (stereo not given) | i | i | i | i | i | i | i | i | i | i | i
COc1cccc(/C=N/Nc2snc(SC)c2C#N)c1O | i | i | -5.44* | i | 100* | i | i | i | i | i | i
COc1ccc(NC(=O)c2nc[nH]c2C(=O)NCc2ccccc2)cc1 | i | i | i | i | i | i | i | i | i | i | i
Cc1cc(C)c(NC(=O)CSc2nnc(CN3CCOCC3)n2C)c(C)c1 | i | i | i | i | i | i | i | i | i | i | i
O=C(c1nc2nc(-c3ccccc3)cc(C(F)(F)F)n2n1)N1CCOCC1 | i | i | -5.54* | i | i | i | i | i | i | i | i
COc1ccc(C)cc1S(=O)(=O)N1CCN(C(=O)c2ncoc2-c2ccccc2C)CC1 | i | i | i | i | i | i | i | i | i | i | i
COc1ccc(C(=O)NCCNc2nc3ccc(C)cc3cc2C#N)cc1OC | i | i | i | i | i | i | i | i | i | i | i
Cc1[nH]n(-c2ccccc2)c(=O)c1C(C[N+](=O)[O-])c1ccc(Br)cc1 (stereo not given) | i | i | i | 8.39* | 25* | i | 6.83* | i | i | i | i
CC(C)CNC(CC(=O)O)c1ccccc1 (stereo not given) | i | i | i | i | i | i | i | i | i | i | i
N#CC1=C(N)Oc2ccc3ccc(O)cc3c2C1c1cccnc1 (stereo not given) | i | i | i | i | i | i | i | i | i | i | i
CC[N+](CC)(CC)C/C(N)=N/O | i | i | -6.14* | i | i | i | i | i | i | i | i
Cc1cccc(-n2ccnc2CN2CCN(C3CCCC3)C(CCO)C2)c1 (stereo not given) | i | i | i | i | i | i | i | i | i | i | i
COc1ccc(C(=O)NC2(C(F)(F)F)NC(=O)N(CCCc3ccccc3)C2=O)cc1OC (stereo not given) | i | i | i | i | i | i | i | i | i | i | i
O=C(Cc1ccccc1[N+](=O)[O-])N1CCOCC1 | i | i | i | i | i | i | i | i | i | i | i
COCCNC(=O)CSc1nc(-c2ccc(OC)c(OC)c2)cc(C(F)(F)F)n1 | i | i | i | i | i | i | i | i | i | i | i
COc1ccc(O)c(C(=O)c2cnn(-c3ccc(Cl)cc3)c2)c1 | i | i | i | i | i | i | i | i | i | i | i
Cc1ccc(Cl)c2c1NC(=O)C2(O)CC(=O)c1ccccc1O (stereo not given) | i | i | i | i | i | i | i | i | i | i | i
Fc1ccc(Cn2nnc3ccccc32)cc1 | -7.91* | i | i | i | i | i | i | i | i | i | i
CC(=O)Nc1ccc(NC(=O)/C=C/c2ccccc2)cc1 | i | i | i | i | i | i | i | i | i | i | i
COC(=O)c1c(NC(=O)C(C)(C)C)sc2c1C(C(=O)OC)CC2 (stereo not given) | i | i | i | i | i | i | i | i | i | i | i
O=C(c1ccccc1)c1ccc(N2CCOCC2)c(F)c1 | i | i | i | i | i | i | i | i | i | i | i
COc1ccc(S(=O)(=O)NCc2ccncc2)cc1OC | i | i | i | i | i | i | i | i | i | i | i
CC(C)OC(=O)CC(=O)c1sc2nc3c(cc2c1N)CN(C)CC3 | i | i | i | i | i | i | i | · | i | i | i
O=C(COc1ccc(S(=O)(=O)NC2CCCC2)cc1)N1CCCCC1 | i | i | i | i | i | i | i | i | i | i | i
C/C(=N\NC(=O)c1cc2ccccc2cc1O)c1cccs1 | i | i | i | i | i | i | i | i | i | i | i
COc1ccc(-c2cn3cccnc3n2)cc1NC(=O)CC(C)C | i | i | i | i | i | i | i | i | i | i | i
COc1ccccc1N1CC(C(=O)Nc2nnc(SCc3cccnc3)s2)CC1=O (stereo not given) | i | i | i | i | i | i | i | i | i | i | i
COc1cccc(C(=O)N/N=c2\oc3c(OC)cccc3cc2C(=O)NCc2ccccc2)c1 | i | i | i | i | i | i | i | i | i | i | i
COC(=O)CC1NCCc2cc(OC)c(OC)cc21 (stereo not given) | i | i | i | i | i | i | i | i | i | i | i
COc1ccc(C2=COc3ccccc3C(=O)N2)cc1 | i | i | i | i | i | i | i | i | i | i | i
COc1ccccc1C(O)P(=O)(OC(C)C)c1ccc(N(C)C)cc1 (stereo not given) | i | i | i | i | i | i | i | i | i | i | i
CCOC(=O)N1CCN(c2ccccc2O)CC1 | i | i | i | i | i | i | i | i | i | i | i
Cc1cc(C)c2c(=O)c(/C=C3\NC(=S)NC3=O)coc2c1 | i | i | i | i | i | i | i | · | i | i | i
CSc1nccc(-c2c(-c3ccc(Cl)cc3)noc2C)n1 | i | i | i | i | i | i | i | i | i | i | i
CCCCNC(=O)/C(C#N)=C/c1cccnc1 | i | i | i | i | i | i | i | i | i | i | i
O=C(COC(=O)/C=C/c1ccccc1Cl)NC1CCCCCC1 | i | i | i | i | i | i | i | i | i | i | i
CC1(C)CC(=O)C(C(C2=C(O)CC(C)(C)CC2=O)c2cccs2)C(=O)C1 (stereo not given) | i | i | i | 5.71* | i | i | i | i | i | i | i
COc1cc(NC(=S)NC2CC(C)(C)NC(C)(C)C2)c(OC)cc1Cl | i | i | i | i | i | i | i | i | i | i | i
CSCCC(NC(=O)c1cccc([N+](=O)[O-])c1)C(=O)OCC(=O)N1CCCC1=O (stereo not given) | i | i | i | i | i | i | i | i | i | i | i
CCc1nnc(-n2nc(C)cc2-c2ccccc2)n1N | · | i | i | · | i | · | i | i | · | · | ·
Cc1cc(C)nc(N2C(=O)CC(Cc3ccccc3)C2=O)n1 (stereo not given) | i | i | i | i | i | i | i | i | i | i | i
CC(=O)N1CCN(c2ccc(NC(=O)c3cccc(C)c3)cc2)CC1 | i | i | i | i | i | i | i | i | i | i | i
CC(=O)Nc1ccc(NC(=O)CN(c2cccc(C(C)=O)c2)S(C)(=O)=O)cc1 | i | i | i | i | i | i | i | i | i | i | i
O=C(N/N=C/c1cccc(Oc2ccccc2)c1)c1cc[n+]([O-])cc1 | i | i | i | i | i | i | i | i | i | i | i
COCCCNc1nc2c(c(=O)[nH]c(=O)n2C)n1CCCc1ccccc1 | i | i | i | i | i | i | i | i | i | i | i
NC(Cc1cccc2nsnc12)C(=O)O (stereo not given) | i | i | i | i | i | i | i | i | i | i | i
COc1cccc(/C(=N/O)C2CC2c2ccc(Cl)cc2)c1 (stereo not given) | i | i | i | i | i | i | i | i | i | i | i
More structures
SMILES | TRPC6 inh | MrgX1 ag | MrgX1 antag | RGS4 block | ANO1 block | TRPC4 inh | MrgX1 allo act | ANO1 activ | TRPC6 act | TRPC4 act | TRPC4 PAM
COc1ccc(-c2csc(N(CC(C)C)C(=O)c3ccco3)n2)cc1 | i | i | i | i | i | i | i | i | i | i | i
COC(=O)c1[nH]c2cccc(OC)c2c1NC(=O)CN1CCN(c2cccc(OC)c2)C(C)C1 (stereo not given) | i | i | i | i | i | i | i | i | i | i | i
Oc1cc(Cc2ccccc2)cnc1CN1CCOCC1 | i | i | i | i | i | i | i | i | i | i | i
COC(=O)c1cn(C(=O)c2cc(Cl)ccc2Cl)c2ccccc12 | i | i | i | i | i | i | i | i | i | i | i
COC(=O)c1cc(NS(=O)(=O)c2ccc(N3CCOCC3)c(N)c2)cc(C(=O)OC)c1 | i | i | i | i | i | i | i | i | i | i | i
